RMI FANCM FP: blocks RMI1/RMI2 complex binding to FANCM MM2 peptide; Fluorescence polarization, RMI core complex with F-MM2 peptide; hits give low values; FP signal (polarization) at 33 µM; 70,000 tested, 0.58% active; in the data active = FP signal below about 40; also: inactives centre near 61; strong numbers were not always called active; unit not given here
* hit, by the source's call; & = joins results of further samples. An excerpt. The share of hits here may be higher or lower than overall.

SMILES | RMI FANCM FP
Cc1cccc(-n2ncc(C(N)=O)c2N)c1 | 71
COc1cc(S(=O)(=O)NCc2cccnc2)c(C)cc1Br | 60
CC1CCc2c(sc3ncnc(SCC(=O)c4ccc(Br)cc4)c23)C1 (stereo not given) | 78
CCCS(=O)(=O)N1CCCC(C(=O)NCCCSC2CCCCC2)C1 (stereo not given) | 59
CC(C)(C)/C=N\N/C=C(\C#N)S(=O)(=O)C(C)(C)C | 56
CC(=O)c1cccc(NC(=O)c2csc(Nc3ccccc3)n2)c1 | 65
Cc1ccc2[nH]c3c(=O)n(CC(=O)NC(C)CCc4ccccc4)cnc3c2c1 (stereo not given) | 125
NC(=O)c1c(Nc2ccccc2)sc(C(=O)c2ccccc2)c1N | 63
COc1cc(-c2nnc(NC(=O)c3ccc([N+](=O)[O-])cc3)o2)cc(OC)c1OC | 54
COCCCC/C(=N\OCCN)c1ccc(C(F)(F)F)cc1 | 68&67
CCOc1ccc(-c2ccc(=O)n(CCCC(=O)Nc3cc(Cl)ccc3C)n2)cc1 | 70
O=C(Nc1c(C(=O)Nc2ccc(F)c(Cl)c2)oc2ccccc12)c1ccc2c(c1)OCO2 | 62

Fetched by structure from the entries so far, three records:
SMILES | RMI FANCM FP
CCCS(=O)(=O)N1CCCC(C(=O)NCCCSC2CCCCC2)C1 (stereo not given) | 59
CCOc1ccc(-c2ccc(=O)n(CCCC(=O)Nc3cc(Cl)ccc3C)n2)cc1 | 70
Cc1ccc2[nH]c3c(=O)n(CC(=O)NC(C)CCc4ccccc4)cnc3c2c1 (stereo not given) | 125

Additional entries:
SMILES | RMI FANCM FP
Cc1onc(-c2c(Cl)cccc2Cl)c1C(=O)Oc1cc(C(F)(F)F)nn1C | 55
COc1ccc2c(C)cc(=O)oc2c1 | 67
Fc1ccc(CSc2ccc(-c3ccc(F)cc3)nn2)cc1 | 56
C=CCSc1nnc(-c2ccccc2NC(=O)c2ccc(OC)c(OC)c2)o1 | 62
COc1ccc(CC(=O)Nc2ccc(-c3nc4cccnc4s3)cc2)cc1 | 93
Cc1cc(C)c2nc(C)cc(NC(=O)COc3ccc([N+](=O)[O-])cc3)c2c1 | 78
CC(C)OC(=O)CCCCCN1C(=O)/C(=C/c2ccccn2)SC1=S | 85
CCOC(=O)c1cnn(-c2ccc([N+](=O)[O-])cc2)c1N | 59
O=C1CCCC2=C1C(c1cccc(O)c1)n1nc(-c3cccc(Cl)c3)nc1N2 (stereo not given) | 59
COC(=O)c1ccc(C(=O)Nc2nc(-c3ccc(Cl)cc3Cl)cs2)cc1 | 116
O=C(Nc1ccc(SCC(=O)N2CCOCC2)nn1)c1cccc(F)c1 | 64
CC(C)(C)COS(=O)(=O)c1ccc(Br)cc1 | 56

(list continues)
SMILES | RMI FANCM FP
COc1ccc(S(=O)(=O)c2cnc(SCC(=O)NCc3ccc(F)cc3)[nH]c2=O)cc1OC | 62
N#C/C(=C\c1ccc(-c2cc(C(F)(F)F)cc(C(F)(F)F)c2)o1)C(=O)O | 49
CN(C)c1ccc(CCNC(=O)COc2ccc(Cl)cc2)cc1 | 70
CC(=O)Nc1ccc(C(=O)NCCNS(=O)(=O)c2ccc(F)cc2)cc1 | 63
O=C(CCc1csc(NC(=O)Nc2ccccc2)n1)NCCc1c[nH]c2ccccc12 | 64
Cc1cc(C)cc(OCCNC(=O)COc2ccc(Cl)cc2Cl)c1 | 59
COc1cccc(N2C(=O)C3N=NN(c4ccccc4)C3C2=O)c1 (stereo not given) | 65
O=C(/C=C/c1ccc(O)c(O)c1)OC(Cc1ccc(O)c(O)c1)C(=O)O (stereo not given) | 59
CC(=O)C1=C(C)Nc2ccccc2S1 | 53&60
CCOC(=O)c1scc(-c2ccccc2)c1S(=O)(=O)Nc1ccccc1OCC | 64
Cc1cc(C)c2c(n1)nn1c(NCCC3=CCCCC3)cc(C)nc21 | 67
CC(=O)Nc1cccc(OCCCNC(=O)CCc2nc(-c3ccccn3)no2)c1 | 60

(listing goes on)
SMILES | RMI FANCM FP
C#CCn1c(=NC(=O)c2cc(Cl)sc2Cl)sc2cc(S(C)(=O)=O)ccc21 | 99
O=C(NCC1COC2(CCCC2)O1)c1ccc(Br)o1 (stereo not given) | 52
O=[N+]([O-])c1cc(Br)c(O)c(C=Nc2ccc(C34CC5CC(CC(C5)C3)C4)cc2)c1 | 107
O=C(NCc1nnnn1-c1ccc(F)c(F)c1)C1CC(=O)N(c2ccc(Cl)cc2)C1 (stereo not given) | 57
O=C(CSc1ccc(NC(=O)C2CC2)nn1)Nc1ccc(F)cc1F | 78
Cc1cccc(-c2nc3scc(CCN)n3n2)c1 | 72
COc1ccc(-c2cc(=O)[nH]c(SCc3nc(-c4cccc(OC)c4OC)no3)n2)cc1 | 63
CCOc1ccc(C(=O)Nc2ccc3c(c2)OCC(C)(C)C(=O)N3)cc1OCC | 64
CCOC(=O)c1scc(-c2ccc(C)cc2)c1S(=O)(=O)Nc1ccc(CC)cc1 | 62
CCN1CCCC1CNc1ncnc(N)c1[N+](=O)[O-] (stereo not given) | 61
CCOc1ccccc1-c1nc(Cn2nnc(C(=O)Nc3cc(C)ccc3C)c2C)c(C)o1 | 103
Cc1ccccc1Cn1cnc2c(cnn2CCNC(=O)C(C)(C)C)c1=O | 69

Other compounds:
SMILES | RMI FANCM FP
Cc1nn(CC(N)=S)c(C)c1Br | 49
C=CCNC(=O)CSc1nc(C)c(C)c(=O)[nH]1 | 64
O=C(CCCSc1ccc(NC(=O)C2CC2)nn1)Nc1ccccc1F | 73
COc1ccc(C(=O)CSc2nc3ccccc3nc2C)cc1 | 85
N#C/C(=C\Nc1ccc(Cl)cc1)C(=O)c1ccccc1OC(F)(F)F | 56
CSc1cccc2sc(NC(=O)C3CCCN3S(C)(=O)=O)nc12 (stereo not given) | 68
O=C(Cn1c(=O)n(-c2ccc(F)cc2)c(=O)c2oc3ccccc3c21)NCC1CCCO1 (stereo not given) | 53
Cc1cc(C)c(S(=O)(=O)N=C2C=CC(=NS(=O)(=O)c3c(C)cc(C)cc3C)c3ccccc32)c(C)c1 | 60
COc1ccc(OC)c(N2CC(C(=O)O)CC2=O)c1 (stereo not given) | 65
C=CCN1C(=O)C(C)(C)COc2ccc(NS(=O)(=O)c3ccc4c(c3)OCCO4)cc21 | 56
O=S(=O)(NCCc1ccccc1)c1ccc(F)c(Cl)c1 | 56
Cc1cc(C)c(C2=NON3N(C(=O)c4ccc(-c5ccccc5)cc4)c4ccccc4N23)c(C)c1 | 54

Part of the list above, reformatted.
Cc1nn(CC(N)=S)c(C)c1Br
  RMI FANCM FP: 49

C=CCNC(=O)CSc1nc(C)c(C)c(=O)[nH]1
  RMI FANCM FP: 64

O=C(CCCSc1ccc(NC(=O)C2CC2)nn1)Nc1ccccc1F
  RMI FANCM FP: 73

Five structures out of the list, ordered by molecular weight, low to high:
SMILES | RMI FANCM FP
Cc1cccc(-c2nc3scc(CCN)n3n2)c1 | 72
CSc1cccc2sc(NC(=O)C3CCCN3S(C)(=O)=O)nc12 (stereo not given) | 68
O=C(Nc1ccc(SCC(=O)N2CCOCC2)nn1)c1cccc(F)c1 | 64
C=CCSc1nnc(-c2ccccc2NC(=O)c2ccc(OC)c(OC)c2)o1 | 62
Cc1cc(C)c(S(=O)(=O)N=C2C=CC(=NS(=O)(=O)c3c(C)cc(C)cc3C)c3ccccc32)c(C)c1 | 60

Next part
SMILES | RMI FANCM FP
COc1ccc(/C=C2\CSc3ccc(F)cc3C2=O)cc1 | 56
CCS(=O)(=O)NCCCn1nc(-c2ccco2)ccc1=O | 67
CCCCCc1c2c(cc(O)c1C(=O)O)OC(=O)c1c(cc(OC)cc1C(=O)CCCC)O2 | 64
O=C(Oc1ccccc1)c1cccs1 | 62
O=C(CCc1csc(NC(=O)NC2CCCCC2)n1)NCc1cccs1 | 63
COc1cn(C)c(C(=O)NC(C)c2ccccc2)cc1=O (stereo not given) | 61
CSC(=NC#N)N1CCC(C(N)=O)CC1 | 54
CC(C)CS(=O)(=O)Nc1ccc2c(c1)N(C(=O)C1CCCC1)CC2 | 70
O=C(O)c1ccccc1NS(=O)(=O)c1cccc(C(F)(F)F)c1 | 62
c1cc(-c2noc(-c3cccs3)n2)cc(-n2cccc2)c1 | 61&53
Cc1cc(NC(=O)C(c2ccccc2)c2ccccc2)n(C)n1 | 68
COC(=O)/C=C(\C(=O)OC)N1CCN(C(=S)c2cccc(Br)c2)CC1 | 65

Next section
SMILES | RMI FANCM FP
Cc1nnc(SCC(=O)Nc2nccs2)n(N)c1=O | 57
O=C(COc1ccccc1)N1CCN(c2ccc(-c3ccco3)nn2)CC1 | 54
O=C1C=C(Nc2ccccc2)CO1 | 56
O=C(Nc1nnc(Cc2ccc(Cl)s2)o1)c1ccc2c(c1)OCCO2 | 70
Cc1ccc(CNC(=O)C(=O)NCCN2CCN(c3ccccc3)CC2)cc1 | 65
COc1cccc(C(=O)NCCn2ncc3c(=O)n(Cc4ccc(Cl)cc4)cnc32)c1 | 68
O=C(Oc1ccc(-c2csnn2)cc1)c1cccs1 | 56
Cc1ccc(-c2csc3nnc(SCC(=O)Nc4ccc5c(c4)OCCO5)n23)cc1 | 62
N#CC1=C(N)OC(c2ccco2)=C(C#N)C1c1ccco1 (stereo not given) | 56&53
Cc1ccc(NC(=O)C(=O)NC2CCCCCC2)cc1N1CCCC1=O | 52
O=[N+]([O-])c1ccsc1Sc1cccs1 | 58
CC1(C)C2CCC1(CS(=O)(=O)Nc1ccc(S(=O)(=O)NC3CCCCC3)cc1)C(=O)C2 (stereo not given) | 57

Carrying on.
structure,RMI FANCM FP
O=C1CC(c2ccc(F)cc2)SC2=NCCCN12 (stereo not given),63
Cc1noc(C)c1CSc1nnc2sc3ccccc3n12,58
CCN1C(=O)c2cccc3c(NC(=O)c4cc(C)no4)ccc1c23,60
CCCCOc1ccc(C(=O)Nc2ccc(-c3cn4ccsc4n3)cc2)cc1,143
O=C1C2C3c4ccccc4C(c4ccccc43)C2C(=O)N1n1cnnc1 (stereo not given),62
COC(=O)C1=C(C)NC2=C(C(=O)CC(C)(C)C2)C1c1ccc(CN2C(=O)c3ccccc3C2=O)o1 (stereo not given),55
NCCc1ccc(O)c(O)c1,65&53&69
CC1(C)OC(=O)C(Cc2ccc([N+](=O)[O-])cc2)C(=O)O1,52

Further results:
structure,RMI FANCM FP
CC1(C)CC(=O)C/C(=N/NC(=O)c2ccncc2)C1,58
CN(C)CCN(C(=O)c1ccc2ccccc2c1)c1nc2c(F)cc(F)cc2s1,84
CCS(=O)(=O)c1ccc(O)c(NC(=O)CCCC(=O)O)c1,60
COc1ccc(C(=O)NCCc2csc(-c3ccc(Cl)cc3)n2)cc1,61
O=S(=O)(NCCc1csc2nc(-c3cccs3)nn12)c1ccc(Cl)s1,63
CCOc1cc(/C=C(\C#N)c2nc(-c3cccs3)c(NC(C)=O)s2)ccc1O,269
CCOC(=O)c1c(C)[nH]c2ccc(C)cc2c1=O,54
Cc1cccc(Cn2c(=O)n(Cc3cccs3)c(=O)c3ncccc32)c1,71

Remaining list, next part:
structure,RMI FANCM FP
CCCCCOc1ccc(C(=O)Nc2c(C(=O)OCC)sc3ccccc23)cc1,63
CN(Cc1ccccc1)S(=O)(=O)c1cn(C)cn1,50
COc1ccc2oc(-c3csc(NC(=O)c4ccc(C#N)cc4)n3)cc2c1,69
Cc1cc(=O)[nH]c(-n2nc(C)c(CCC(=O)Nc3ccc(OC(F)(F)F)cc3)c2C)n1,62
O=C(COc1ccccc1F)Nc1ccc2c(c1)N(C(=O)C1CCCC1)CC2,69
CCC(=O)N1CCc2ccc(NS(=O)(=O)c3ccc(C(C)C)cc3)cc2C1,72
O=C(COCC(=O)Nc1nc(-c2nc3ccccc3s2)cs1)Nc1nc(-c2nc3ccccc3s2)cs1,66
CC(=O)Nc1ccc(SCCCC(=O)NCCN2CCOCC2)nn1,62

(continued)
structure,RMI FANCM FP
COC(=O)c1ccc(C(=O)Nc2nnc(Cc3ccc(S(C)(=O)=O)cc3)o2)cc1,65
COC(=O)CSc1nc(C)c(C)c(=O)[nH]1,65
O=C(CCc1c[nH]c2ccccc12)OCC(=O)c1ccc(Cl)c(Cl)c1,55
COc1ccc(OC)c2nc3c(nc12)C(=O)c1ccccc1-3,62
O=C(Nc1nccs1)c1ccccc1NS(=O)(=O)c1ccc(F)cc1,56
CN(C)c1ccc(C2CC(=O)c3ccccc3N2)cc1 (stereo not given),61
CC(=O)Nc1cccc(NC(=O)Cn2nc(-c3cccs3)c3sc(N4CCCC4)nc3c2=O)c1,77
O=C(c1ccc(NS(=O)(=O)c2cccc(F)c2)cc1)N1CCCCC1,63

Further structures
structure,RMI FANCM FP
CN1CCC2(CC1)Oc1ccccc1C1CC(c3ccco3)=NN12 (stereo not given),68
O=C(NC1CCS(=O)(=O)C1)c1ccc(Cl)c(S(=O)(=O)N2CCCCCC2)c1 (stereo not given),51
COc1ccc(C(=O)Cn2cnc3c(cnn3-c3cccc(Cl)c3)c2=O)cc1,79
Cc1ccc(NC(=O)C(=O)NCc2cccnc2)cc1F,56
CCOC(F)(C(N)=O)C(F)(F)F (stereo not given),50&53
O=[N+]([O-])c1cccc(-c2noc(-c3sc4ccccc4c3Cl)n2)c1,54
O=C(Cc1csc(Nc2ccccc2)n1)N1CCN(C(=O)c2ccco2)CC1,64
CCCn1c(=O)c2ccc(C(=O)NCC(C)C)cc2n2c(=O)n(Cc3c(F)cccc3Cl)nc12,93

The list continues.
structure,RMI FANCM FP
O=C(C1CCCO1)N1CCc2ccc(NC(=O)C3(c4ccccc4)CCOCC3)cc21 (stereo not given),65
O=C(Cc1cccs1)NCCN1CCN(c2ccccc2F)CC1,69
C=CCn1c(SCC(=O)Nc2scc(-c3ccc(F)cc3)c2C(=O)OCC)nc2scc(-c3ccco3)c2c1=O,87
CCOC(=O)c1cnc(=O)[nH]c1N,50
Cc1cc(=O)[nH]c(-n2nc(-c3cccs3)cc2NC(=O)CC(C)(C)C)n1,61
COc1ccccc1-c1nc(Cn2nnc(C(=O)Nc3c(C)cccc3C)c2C)c(C)o1,64
COC(=O)c1ccc(C(=O)OC)c(NC(=O)CSc2ncnc3sc(C)c(C)c23)c1,74
Cc1ccc(-c2cc3c(SCC(=O)NC4CCCC4)nccn3n2)cc1,72
